KB-V1 cytotox – KB-V1 MDR subline cytotoxicity; KB-V1 MDR cells viability, CellTiter-Glo, 72 h; Potency, µM (doses to about 46.1 µM), for the others: top-dose activity change, negative = cytotoxicity, hits mostly cytotoxic; 3.4% of 400,000 active; also: potency is read from the fitted curve at half-maximal effect; % is scaled to controls: 0 for no effect and ±100 for the full control effect; nearly all actives have a fitted effect of over 60% in size
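KB-V1 MDR subline cells in DMEM (phenol-red free, 10% FBS) exposed to compounds in qHTS concentration series for 72 h at 37 degrees C. Viability read by CellTiter-Glo luminescence; concentration-effect curves fitted after normalization and correction.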
SW480 rerep – inducers of DNA re-replication in SW480 colon cancer cells; SW480 DNA re-replication, Hoechst DNA content imaging, 48 h; Potency, µM (top dose mostly 46.1 µM), without a hit: at the top dose re-replication activation, hits mostly activators; 1.8% of 340,000 active; AID 624297; also: potency is read from the fitted curve at half-maximal effect; % of control where 0% means no effect; nearly all actives have a fitted effect of over 55% in size
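Readout is total intensity of Hoechst-stained nuclei, excited at 405 nm and collected at 500-530 nm. Compound treatment lasted 48 hr at 37 C in 5% CO2 before staining.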
DRD3 antagonist – blocks the human D3 dopamine receptor | P35462 | D3R cells, DiscoveRx beta-arrestin luminescence, antagonist mode; active compounds read low | max response, negative = inhibition, % | 2.5% of 360,000 active; in the data active = max response below about -50%; inconclusive = no clear call, values can overlap the other calls; also: % is scaled to controls: 0 for no effect and ±100 for the full control effect; mostly tested at two doses, the higher about 12 µM
Target sequence (P35462 whole entry, looked up): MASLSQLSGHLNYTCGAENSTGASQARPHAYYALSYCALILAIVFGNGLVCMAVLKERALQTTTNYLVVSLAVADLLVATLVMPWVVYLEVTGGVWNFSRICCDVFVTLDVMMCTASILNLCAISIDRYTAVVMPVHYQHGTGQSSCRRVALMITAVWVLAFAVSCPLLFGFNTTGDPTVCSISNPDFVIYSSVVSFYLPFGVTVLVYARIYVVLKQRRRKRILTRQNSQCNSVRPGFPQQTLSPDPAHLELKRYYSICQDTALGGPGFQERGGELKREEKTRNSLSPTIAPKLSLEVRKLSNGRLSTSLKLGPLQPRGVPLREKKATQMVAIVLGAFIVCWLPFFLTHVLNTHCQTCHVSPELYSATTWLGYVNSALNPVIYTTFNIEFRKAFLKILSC
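Cells expressing the human receptor were seeded at 1500 cells/well, incubated overnight at 37 degrees C in 5% CO2, then exposed to library compounds with dopamine controls for 90 minutes at 37 degrees C before luminescent detection.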
KB-3-1 cytotox – KB-3-1 parental cell cytotoxicity; KB-3-1 viability, CellTiter-Glo ATP luminescence, 72 h; Potency, µM (doses to about 46.1 µM), for the others: top-dose activity change, negative = cytotoxic, usual class: cytotoxic; 1.4% of 400,000 active; also: potency is read from the fitted curve at half-maximal effect; % is scaled to controls: 0 for no effect and ±100 for the full control effect; nearly all actives have a fitted effect of over 60% in size
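Parental KB-3-1 viability, qHTS format: 72 h compound exposure, 37 °C; CellTiter-Glo; media-only wells and DMSO plates as controls; concentration-effect fits on corrected data.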
HT1080 IDH1KD tx – kills HT-1080 cells with IDH1 knockdown. HT-1080 IDH1 knockdown viability, ATP luminescence, 48 h. Potency, µM (series often up to 46.1 µM), without a hit: at the top dose activity, negative = toxicity, most hits filed as cytotoxic. 2% of 360,000 active. AID 686971;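 also: potency is read from the fitted curve at half-maximal effect; 0% = DMSO wells and -100% = cell-free medium wells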
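IDH1KD HT-1080 cells, 750/well, RPMI + 5% FBS; compound pinned after 2 h settling; 48 h, 37 °C; CellTiter-Glo luminescence; % activity normalised to DMSO and no-cell wells; curves fitted, classed by r2 and efficacy.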
HT1080NT lethal – kills 2HG-producing HT-1080-NT fibrosarcoma cells; HT-1080-NT fibrosarcoma viability, CellTiter-Glo ATP luminescence, 48 h; Potency, µM (titrated, usually from 46.1 µM), for the others: at the highest dose activity, negative = less viability, hits mostly cytotoxic; 1.6% of 360,000 active; AID 686970;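 also: NT is the 2HG producing partner of a matched IDH1 knockdown line; potency is read from the fitted curve at half-maximal effect; 0% = DMSO-treated cells and -100% = media-only wells without cells; nearly all actives have a fitted effect of over 55% in size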
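HT-1080-NT; 750 cells/well; 5% FBS RPMI; 48 h compound, 37 degrees C; CellTiter-Glo luminescence; curve fitting and curve-class assignment.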
D3 ag – D3 dopamine receptor (human) agonism | D3R DiscoveRx beta-arrestin cells, luminescence, 90 min | P35462 | 0.58% of 410,000 active | max activation, %; in the data active = max activation above about 30%; also: 0% is about no effect; mostly tested at two doses, the higher about 12 µM
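Cells at 1500/well, incubated overnight, then treated with pinned compounds (dopamine as control) for 90 min at 37 degrees C. DiscoveRx reagent added for 30 - 60 minutes at room temperature; luminescence read.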
IL1B secr inh – inflammasome signaling inhibition, IL-1 beta readout; THP-1 LPS/ATP IL-1B secretion, AlphaLISA, 16 h; active compounds read low; activity change, % at 57.5 µM; 4.7% of 360,000 active; AID 743279; in the data active = activity change below about -50%; inconclusive = mostly about -30% to -49%; also: % is scaled to controls: 0 for no effect and ±100 for the full control effect
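Secreted IL-1B measured by AlphaLISA bead assay after 16 h compound exposure of THP-1 cells; compounds (final up to 57.5 uM) added 1 h before LPS (250 ng/mL) and ATP (1.25 mM) stimulation; lower signal means less secretion.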
GLP1R ag – agonists of human GLP-1 receptor; P43220; HEK293 GLP-1R CRE-luciferase, luminescence, 4-6 h; cells express a hypersensitive GLP-1R form; Potency, µM (top dose mostly 45.6 µM), without a hit: at the highest dose activation, most hits filed as activators; 0.007% of 380,000 active; AID 624172; also: potency is read from the fitted curve at half-maximal effect; % of control where 0% means no effect
Target sequence (P43220 whole entry, looked up): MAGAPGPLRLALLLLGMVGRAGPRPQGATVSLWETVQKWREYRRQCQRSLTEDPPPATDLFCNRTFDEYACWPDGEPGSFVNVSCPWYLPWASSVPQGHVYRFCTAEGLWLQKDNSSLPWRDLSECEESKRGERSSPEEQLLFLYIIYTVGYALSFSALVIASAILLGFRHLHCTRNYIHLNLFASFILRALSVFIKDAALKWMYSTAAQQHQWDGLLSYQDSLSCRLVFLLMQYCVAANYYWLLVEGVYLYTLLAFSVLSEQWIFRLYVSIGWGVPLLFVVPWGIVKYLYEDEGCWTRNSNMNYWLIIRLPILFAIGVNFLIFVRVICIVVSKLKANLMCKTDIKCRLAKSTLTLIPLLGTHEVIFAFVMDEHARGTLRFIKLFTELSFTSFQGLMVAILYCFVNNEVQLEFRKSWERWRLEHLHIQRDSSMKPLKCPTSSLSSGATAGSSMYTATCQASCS
Starred values were filed as active, the others as inactive; i = inactive; ? = inconclusive; nt = not tested or not shown; & = joins results of further samples; [ ] = remark or other dose. Unless noted, calls follow the shape of the dose curve; as a rule, active = well fitted curve in the direction sought with a large enough effect; inconclusive = small, poorly fitted or top-dose-only effect, or another doubt; inactive = no such curve, though single readings can be large; an effect the other way counts as inactive or inconclusive.

SMILES | KB-V1 cytotox | SW480 rerep | DRD3 antagonist | KB-3-1 cytotox | HT1080 IDH1KD tx | HT1080NT lethal | D3 ag | IL1B secr inh | GLP1R ag
CC1(C)CN(Cc2cccnc2)C(=O)[C@H]1CC(=O)Nc1ccc(Br)cc1 | -11% | nt | -7 | -2% | 1% | 9% | 11 | 24 | -6%
COc1ccc2c(c1)N1CCN=C1N2C | 13% | -1% | 38 | 12% | 12% | 12% | 5 | 12 | -1%
CC(=O)Nc1ccc(C(=O)COC(=O)c2ccco2)c(F)c1 | -13% | -2% | -11 | 3% | 0% | 11% | 4 | -7 | 3%
CCCCn1c(N)c(N(CC(C)C)C(=O)CCCc2cccs2)c(=O)[nH]c1=O | -2% | ? | -2 | 27% | 3% | -4% | 1 | i | 5%
O=C(COC(=O)COc1ccccc1)NCCC1=CCCCC1 | 12% | 1% | 0 | 1% | -5% | 0% | -1 | 2 | 1%
O=C(CNS(=O)(=O)c1ccccc1Br)OCC(=O)N1CCc2ccccc21 | -9% | -9% | 23 | -2% | -5% | 3% | -1 | 0 | 0%
NC(=O)c1ccc(NC(=O)c2ccc(CN3CCOCC3)cc2)cc1 | 0% | -7% | 28 | 23% | 7% | -1% | 1 | -11 | -14%
COCCNc1nc(NCCN2CCNC2=O)c2sc(-c3ccccc3)cc2n1 | 17% | nt | -8 | 0% | 12% | ? | -5 | nt | 6%
Cc1ccc(CNC(=O)c2cc3c(s2)CS(=O)(=O)C3)cc1 | 24% | 3% | -7 | 21% | -16% | -1% | -4 | 43 | 12%
Cc1ccc(NN2C(=O)C=CC2=O)cc1 | 5% | -3% | 11 | -2% | 15% | 15% | 0 | 9 | -8%
Clc1ccc(CCNc2nc3ccccc3n3nnnc23)cc1 | 0% | -4% | -28 | 6% | 17% | -1% | 0 | 5 | 3%
O=C(NCCOc1ccccc1F)c1ccccc1SCc1ccc(F)cc1 | ? | -5% | 19 | ? | 5% | -4% | 4 | 6 | -2%
CCc1ccc(NC(=O)c2cnc3scc(C)n3c2=O)cc1 | 0% | -20% | -10 | -4% | -6% | -8% | 2 | 32 | 6%
CC1(C)Oc2ccc3ccc(=O)oc3c2[C@H](O)[C@H]1O | -14% | -4% | 9 | 0% | 11% | 14% | 13 | 16 | -3%
CC1CCCCN1C(=O)COC(=O)c1cccc(NS(=O)(=O)c2ccccc2)c1 (centres undefined) | 2% | -401%[inhibitor] | 18 | -6% | -10% | -7% | 4 | 12 | 6%
CCc1ccc(-n2c(=O)c3sc4ccccc4c3n(CC(=O)NC3CCCCC3)c2=O)cc1 | 4% | nt | nt | 1% | nt | nt | -4 | nt | 0%
CCCCOc1ccc(N=Cc2cccs2)cc1 | -1% | -6% | -22 | ? | -4% | 3% | -23 | -9 | 1%
CC(=O)Nc1cccc(NC(=O)CSc2nccn2Cc2ccco2)c1 | -26% | -4% | 11 | -18% | -6% | 0% | 8&-13 | 43 | -8%
C=CCn1c(=O)c(C(=O)NC(C)c2ccccc2)c(O)c2ccccc21 (centres undefined) | 0% | -13% | 14 | 11% | -5% | -1% | 2 | 20 | 9%
CC(C)CCN1C(=O)c2ccc(C(=O)OCn3nnc4ccccc4c3=O)cc2C1=O | 7% | -8% | 10 | 1% | -6% | 0% | 0 | -12 | 4%

Overlap with the part before: two entries; new compounds follow.
SMILES | KB-V1 cytotox | SW480 rerep | DRD3 antagonist | KB-3-1 cytotox | HT1080 IDH1KD tx | HT1080NT lethal | D3 ag | IL1B secr inh | GLP1R ag
C=CCn1c(=O)c(C(=O)NC(C)c2ccccc2)c(O)c2ccccc21 (centres undefined) | 0% | -13% | 14 | 11% | -5% | -1% | 2 | 20 | 9%
CC(C)CCN1C(=O)c2ccc(C(=O)OCn3nnc4ccccc4c3=O)cc2C1=O | 7% | -8% | 10 | 1% | -6% | 0% | 0 | -12 | 4%
O=S(=O)(c1ccc(Cl)cc1)N1CCC(N2CCCCCC2)CC1 | -5% | 1% | -67* | -4% | 4% | -6% | 0 | -8 | 1%
CCCCCCC(=O)Nc1nc(C)c(-c2csc(Nc3cc(Cl)ccc3C)n2)s1 | 1% | -1%[9.22 µM] | -7 | 0% | -4% | 0% | -7 | -7 | 5%
O=C(NNc1nc(-c2ccccc2)c2cc(Br)ccc2n1)c1ccc(S(=O)(=O)N2CCCCC2)cc1 | 3.3µM* | 15% | ? | -18% | -8% | -9% | 0 | -6 | -3%
COc1ccc(-c2c(C)oc3ccc(C)cc23)cc1 | 0% | 13% | -11 | -1% | -12% | 1% | -17 | 25 | -9%
O=C(CCN1CCN(Cc2ccccc2)CC1)NNC(=O)c1cc2ccccc2o1 | 4% | -5% | ? | 1% | 15% | 0%[9.24 µM] | -21 | 15 | -3%
COc1ccc(-n2c(SCC(=O)Nc3nc(C)cs3)nnc2-c2ccoc2C)cc1 | 3% | -7% | 8 | 4% | -10% | -5% | 1 | 22 | 11%
O=C(Cc1ccc(Cl)cc1Cl)OCC(=O)N1CCCCC1 | -15% | 2% | -13 | 4% | 10% | 12% | -10 | 1 | 6%
CN1C(=O)NC(c2cccc([N+](=O)[O-])c2)C2=C1CC(C)(C)CC2=O (centres undefined) | -5% | -3% | 15 | -2% | 5% | 4% | 6 | 14 | 32%
COc1cc2nc(SCc3ccc(F)cc3)n(Cc3cccs3)c(=N)c2cc1OC | 0% | -10% | 46 | -7% | -10% | 0% | 5 | -3 | 3%
Cc1ccc(Oc2nc(CN3CCOCC3)nc3sc4c(c23)CCC(C)C4)cc1C (centres undefined) | 15µM* | 5% | 4 | ? | 8% | 3% | -6 | 0 | 3%
CC(=O)Nc1ccc(CNC(=O)C[N+]2(C)CCOCC2)cc1 | 6% | 1% | 1 | 17% | 11% | 15% | 2 | 36 | 4%
COc1ccc(N2CCN(C(=O)CSc3nnc4c(C)cc5cc(C)ccc5n34)CC2)cc1 | 5.8µM* | -5% | 13 | 22% | 15% | 5% | 8 | -15 | -1%
CC(C)(Oc1ccc(Cl)cc1)C(=O)NNC(=O)c1ccc(Br)o1 | -2% | -2% | 14 | -3% | -2% | 2% | 21 | -11 | 21%
Cc1ccc2c(C)cc(=S)[nH]c2c1 | 10% | -5% | 0 | 4% | 11% | 24% | 1 | 39 | 12%
COc1ccc(C(=O)Nc2ccc(NC(=O)c3cccs3)c(OC)c2)cc1Cl | -26% | -1% | 6 | -7% | -11% | -6% | 4 | 5 | 3%
CCOC(=O)NCc1ccc(CNC(=O)OCC)cc1 | 7% | 1% | 35 | 2% | -1% | -3% | 2 | -9 | 8%
COc1ccc(Cn2c(N)c(C#N)c3nc4ccccc4nc32)cc1OC | 7% | 10µM* | -15 | 10% | -21% | -8% | -2 | -5 | ?
Cc1cccc(OCCOC(=O)C2CCN(S(=O)(=O)c3cccs3)CC2)c1 | 17% | -6% | -19 | 9% | 9% | 14% | -7 | 14 | -1%
CCCc1ccc(C(=O)NNc2ccc(F)cc2)cc1 | 18% | 4% | 9 | ? | 7.3µM* | 4.1µM* | 4 | -11 | 5%
O=c1[nH]cc(S(=O)(=O)c2ccccc2)[nH]1 | 1% | 4% | -9 | -3% | -12% | -1% | -3 | 2 | 3%
CCOC(=O)C1CCN(S(=O)(=O)c2c(C)[nH]c(=O)[nH]c2=O)CC1 | 5% | 0% | 20 | 6% | 2% | 3% | 4 | -1 | -1%
Brc1c(CSc2nncn2-c2ccccc2)nc2sccn12 | 11% | -3% | 4 | 4% | 5% | 11% | 5 | 30 | -7%
COc1ccc(C(=O)Nc2ccccc2N2CCCC2)cc1 | -7% | -5% | 6 | 15% | 10% | 12% | 2 | -9 | -1%
CN1CCN(C2OC(=O)c3ccccc32)CC1 (centres undefined) | -8% | -3% | -11 | 0% | 4% | 3% | -11 | -3 | 1%
NC(=O)c1ncn([C@@H]2O[C@H](CNCc3cc(Br)ccc3OCc3ccccc3)[C@@H](O)[C@H]2O)n1 | -3% | -27% | -7 | 0% | 10% | 1% | -11 | -9 | 5%
COc1ccccc1NC(=O)c1cc(S(=O)(=O)N2CCc3ccccc32)ccc1F | 10%&12% | -11% | 13 | 19%&6% | 2% | 10% | -2&5 | 19 | -2%
O=C(/C=C/c1c(F)cccc1Cl)Nc1cccnc1 | 2% | -1% | 17 | -2% | 3% | 10% | 8 | 7 | -1%
CC(C)Cc1nnc(NC(=O)CCC(=O)Nc2ccccc2F)s1 | 0% | -15% | 12 | 12% | 9% | 6% | -9 | 0 | -7%
CC(=O)Nc1ccc(NC(=O)COC(=O)c2c(-c3ccccc3)noc2C)cc1 | -6% | ? | -8 | -10% | -11% | -8%[9.24 µM] | -7 | 0 | -4%
COC(=O)/C(=C(/F)Sc1cc(C)c(O)c(C)c1)C(F)(F)F | 0% | ? | -21 | ? | ? | 4%[9.24 µM] | 10 | -7 | 8%
Cc1ccn2c(-c3n[nH]c(=S)n3Cc3ccccc3)c(C)nc2c1 | 1% | 3% | -25 | 3% | -1% | 11% | -12 | 12 | 2%
CCOc1ccc2[nH]c3c(NCCC(C)C)ncnc3c2c1 | -13% | ? | -1 | ? | ? | ? | -4 | -68* | -2%
CCc1nc2ccc(C(=O)Nc3cccc(C(C)=O)c3)cc2nc1CC | ? | 2% | 12 | ? | 20% | 12% | 1 | 1 | 0%
CCN(CC)C(=O)COc1cccc2ccccc12 | -25% | 5% | 24 | -25% | -27% | -5% | 2 | -17 | 4%
COc1ccc(OC)c(-c2cc(-c3cccnc3)nc(N)c2C#N)c1 | 2.6µM* | 6.5µM* | -1 | 2.1µM* | 1.5µM* | 1.8µM* | -9 | 16 | 20%
COc1ccc(OC)c(N(CC(=O)Nc2ccc3c(c2)OCCO3)S(C)(=O)=O)c1 | -1% | -8% | 34 | 11% | 1% | -3% | 1 | -15 | 2%
O=C(CSc1ccc2nnc(-c3ccc(Cl)cc3)n2n1)N1CCCC1 | -12% | -9% | 17 | 1% | 4% | -2% | 4 | -7 | -2%

From PubChem BioAssay
